# Cl transport mod: KCC2 cotransporter modulators, thallium flux, primary screen, cell-based, HEK293 KCC2, FluoZin-2 fluorescence, MLSMR. KCC2 cells, thallium flux FluoZin-2 fluorescence. B-score of Tl+ flux slope (higher = more flux/activation; lower = inhibition) at 10 µM. 2.2% of 190,000 active. AID 1456, 2008;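 active means thallium flux slope and its plate-corrected score both differing from the plate sample mean at a set confidence after two filtering rounds, in either direction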;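 further: slope of fluorescence scaled to starting intensity during 10 to 20 s after thallium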
# EBV gp42 block: Epstein-Barr virus gp42 inhibitors, primary screen, biochemical, uHTS, fluorescence polarization | Fluorescence polarization binding assay, mP read-out | inhibition, % (tested at 21.74 µM) | 0.42% of 220,000 active; in the data active means inhibition above about 50%
# Target sequence (Q1HVG2 whole entry, looked up): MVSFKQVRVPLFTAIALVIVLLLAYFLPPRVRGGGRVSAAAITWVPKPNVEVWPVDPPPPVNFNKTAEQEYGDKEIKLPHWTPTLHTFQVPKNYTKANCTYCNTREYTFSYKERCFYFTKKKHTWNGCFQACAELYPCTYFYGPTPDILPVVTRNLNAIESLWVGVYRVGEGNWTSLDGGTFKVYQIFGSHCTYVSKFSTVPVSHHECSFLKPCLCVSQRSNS
# eIF4E 4G PPI: eIF4E–eIF4G protein interaction inhibitors, primary screen, biochemical, uHTS, TR-FRET, eIF4GI fragment; inhibition, % at 21.7 µM; TR-FRET eIF4E-eIF4GI(517-606) binding, 2 h; Eukaryotic translation initiation factor 4E (Mus musculus) + Eukaryotic translation …; 0.37% of 220,000 active;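 active means inhibition above about 30%, limit read from the data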;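 further: 0% = full FRET control wells and 100% = background wells lacking eIF4GI fragment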
# Rad51 HR inh: human RAD51 strand exchange inhibitors, primary screen, biochemical, fluorescence; DNA repair protein RAD51 homolog 1 (Homo sapiens), Q06609; hRad51 DNA strand exchange, fluorescence dequenching; inhibition, % at 10 µM; 0.085% of 200,000 active; AID 1385, 2008;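 active means inhibition above 40% at the single screening dose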;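 further: 0% = DMSO control wells and 100% = blanks with heterologous ssDNA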
# Target sequence (Q06609 whole entry, looked up): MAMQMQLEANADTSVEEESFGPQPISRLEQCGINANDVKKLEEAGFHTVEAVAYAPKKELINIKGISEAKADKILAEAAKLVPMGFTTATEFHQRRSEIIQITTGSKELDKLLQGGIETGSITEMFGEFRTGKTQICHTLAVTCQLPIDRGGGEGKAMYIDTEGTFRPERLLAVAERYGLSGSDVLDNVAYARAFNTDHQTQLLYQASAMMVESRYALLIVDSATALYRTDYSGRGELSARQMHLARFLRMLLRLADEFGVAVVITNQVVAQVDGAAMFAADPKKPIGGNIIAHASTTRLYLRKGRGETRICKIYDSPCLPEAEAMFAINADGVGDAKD
#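 material = hRad51 filaments on single-stranded DNA | timing = filaments 15 min 37 °C, then compound 30 min | signal = FRET fluorescence dequenching, excitation 485 nm, emission 520 nm | benchmarks = control wells and blank wells on each plate | evaluation = percent inhibition relative to plate controls and blanks | compound = 10 µM final, single point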
# MDM2 E3 inh: MDM2-luciferase reporter signal enhancers, primary screen, MDM2 E3 ligase inhibitor project, cell-based, luminescence, 1536-well; E3 ubiquitin-protein ligase Mdm2 (Homo sapiens), Q00987; cell-based MDM2 ubiquitination luciferase reporter, 2 h; 0 = plate control, 100 = twice control, blank-subtracted; signal enhancement, % at 5 µM; 0.11% of 210,000 active;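 active means signal enhancement of 30% or more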;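 further: luminescence tracks abundance of the self-degrading MDM2-luciferase fusion protein; higher signal means inhibition of MDM2 E3 ligase activity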
# Target sequence (Q00987 whole entry, looked up, the tested form may be a part): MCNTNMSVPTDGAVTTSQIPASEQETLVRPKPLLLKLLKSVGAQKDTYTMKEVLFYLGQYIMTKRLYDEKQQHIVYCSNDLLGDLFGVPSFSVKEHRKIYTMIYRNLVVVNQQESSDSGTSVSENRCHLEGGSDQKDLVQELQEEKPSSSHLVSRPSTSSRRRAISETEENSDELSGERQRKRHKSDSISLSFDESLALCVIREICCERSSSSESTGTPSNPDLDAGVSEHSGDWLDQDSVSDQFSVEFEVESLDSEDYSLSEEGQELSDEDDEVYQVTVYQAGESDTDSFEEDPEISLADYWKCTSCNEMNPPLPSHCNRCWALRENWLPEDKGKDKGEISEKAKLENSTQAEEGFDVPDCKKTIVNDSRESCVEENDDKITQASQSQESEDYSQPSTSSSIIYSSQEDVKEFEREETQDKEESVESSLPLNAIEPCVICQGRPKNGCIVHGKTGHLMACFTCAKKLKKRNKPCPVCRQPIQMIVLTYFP
#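 Test system: stable mammalian line carrying autodegrading MDM2–luciferase fusion reporter; quantity: 2000 cells in each well; times: 4 h cell settling then 2 h compound exposure, 37 °C; detection: luminescence with SteadyLite reagent, 15 min at room temperature; evaluation: percent signal gain over controls, blank-subtracted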
# PERK inhibitor: block of dimerizer-induced PERK translation repression, primary screen, PERK inhibitor project, CHO PERK-DD cells, SEAP luminescence, HTS | CHO PERK-DD fusion, SEAP luminescence translation reporter | 0.17% of 220,000 active | inhibition, % at 5.6 µM;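 active means inhibition above the mean inhibition of all tested compounds plus 3 SD, set separately per screening campaign, cut at about 2.9% in these data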;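 further: PERK kinase domain activated by AP20187 dimerizer at 100 nM; 0% = DMSO with dimerizer and 100% = rapamycin at 8.4 µM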
# TNF necrop inh: inhibitors of TNF-alpha triggered necroptosis, primary screen, cell-based, Jurkat FADD-/-, single concentration. activation (protection from cell death), % at 10 µM. Jurkat FADD-/- TNF necroptosis rescue, ATP luminescence, 24 h; 0 = TNF only, 100 = no-TNF cells. AID 463075, 2010. 0.068% of 220,000 active;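 active means activation, meaning protection from cell death, of at least 50% relative to plate controls; inactive means activation below 50%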;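 further: necroptosis triggered by 40 ng/mL TNF-alpha added together with compound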
# zVAD death inh: inhibitors of zVAD-triggered necroptosis, primary screen, L929 cells | viability rescue, % at 10 µM | 0.38% of 220,000 active | L929 zVAD necroptosis rescue, ATP luminescence, 24 h; with zVAD 60 µM;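 active means activation, scaled between plate controls, above about 75%, limit read from the data; inactive means activation under that limit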;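 further: 0% = zVAD with DMSO and 100% = DMSO alone without zVAD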
# Calpain2 inh: inhibitors of pig calpain II, primary screen, biochemical, fluorogenic peptide substrate, 1536-well | purified calpain II, 30 min | inhibition, % at 16 µM | 0.37% of 220,000 active | AID 1236, 2008;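 active means inhibition above about 50%, limit read from the data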
# * = called active by the depositor; nt = no result given; [ ] = dose if it differs, or a comment.
compound	Cl transport mod	EBV gp42 block	eIF4E 4G PPI	Rad51 HR inh	MDM2 E3 inh	PERK inhibitor	TNF necrop inh	zVAD death inh	Calpain2 inh
O=C(NCCN1CCOCC1)C1CCC(=O)N1Cc1ccccc1Cl (centres undefined)	-0.68	-15	-9	-4	-4	1.1	-1.7	0.1	-14
CSc1c(CC(=O)NCCO)n(C)c2ccccc12	0.0032	-17	2	-2	-86	0.5	-2.2	0.2	1
CCOC(=O)N1CCN(C(=O)Cn2nc(C)c3sc4ccccc4c3c2=O)CC1	-0.02	-3	-1	-2	-24	-0.5	-2.5	0.1	-5
O=C(CCNC(=O)Cn1ccc2ccccc2c1=O)NCCCN1CCN(c2ccccc2F)CC1	nt	-7	3	7	-9	0.1	-2.3	0.8	-15
CCOCCCn1c(=S)[nH]c2ncccc2c1=O	5.3*	-9	6[fluorescence artefact?]	nt	7	0.5	-1.4	-0.1	6
Cc1nn(CCc2nn[nH]n2)c2nc(-c3ccccc3)cc(C(F)(F)F)c12	-1.2	-6	0	-18	-17	0.2	0.9	8.2	-222
CCN1CCN(C(=S)c2ccc(SC)cc2)CC1	1.3	-23	7	-8	-8	0.9	2.4	0.3	-10
CCCC(C)NC(C)C(=O)NC1CCCC1 (centres undefined)	0.68	-8	4	-2	-15	0.3	0.3	0.2	18
O=C(CSC1=NNC(c2ccccn2)S1)Nc1ccccc1 (centres undefined)	1.7	-24	-3	1	23	0.4	-10	-0.9	-13
Cc1ccc2c(c1)-c1c(cnn1CC(=O)NC(C)CCc1ccco1)CO2 (centres undefined)	-0.92	-23	-2	2	-14	-0.4	-0.8	0.5	-128
C1=Cc2ccccc2Nc2ccccc21	-0.56	-6	7	-4	-15	-0.7	0.0	0.8	7
Cc1ccc(NC(=O)c2ccccc2Cl)cc1-n1cnnn1	-1.3	-2	2	-1	-10	1.0	0.3	69	11
Cc1cc2nccc(-c3ccncc3)n2n1	2.3	1	3	-18	-19	0.1	0.8	1.2	18
NS(=O)(=O)c1cc(C(=O)OCC(=O)Nc2ccc(Cl)cc2[N+](=O)[O-])ccc1Cl	2.1	-6	0	-27	1	1.6	-0.3	0.2	-5
COc1ccccc1CN1CCNC(=O)C1CC(=O)NCc1c(C)n[nH]c1C (centres undefined)	0.8	-10	-3	2	15	0.8	0.7	8.1	-42
Cc1ccc(NC(=O)Nc2nnc(Cc3ccc([N+](=O)[O-])cc3)s2)cc1	0.028	-5	-4[fluorescence artefact?]	3	3	0.2	2.0	2.7	1
Cc1cc(C)nc(N/N=C/c2cccc3ccccc23)n1	-1.8	-5	1[fluorescence artefact?]	-7	-19	0.1	6.1	5.0	4
Cc1cc(NS(=O)(=O)c2ccc(NC(=O)c3cccc(OC(F)F)c3)cc2)nc(C)n1	0.24	-1	2	3	-7	-0.1	1.5	0.5	-23
C=C(C)C1CC=C(C)/C(=N/NC(=O)c2cccc([N+](=O)[O-])c2)C1 (centres undefined)	0.6	7	6	2	6	0.2	0.6	1.3	9
COc1ccc(-n2cnc3sc4c(c3c2=O)CCCC4)cc1	-1.3	3	0	9	-4	-0.2	8.1	2.5	9
CCNC(=S)N1CCCC(c2nc3ccc(C)cc3[nH]2)C1 (centres undefined)	-1	1	-3	-8	-1	-0.1	1.3	61	-30
CCC(O)CC(C(=O)NNc1ccccc1)C(=O)NNc1ccccc1 (centres undefined)	0.39	2	-6	0	10	1.1	-0.2	-0.3	-28
CCC(C)C(NC(=O)c1ccccc1NC(=O)c1ccco1)C(=O)NNC(=O)c1ccncc1 (centres undefined)	-0.97	-13	5	-1	-14	0.3	1.0	0.1	-8
Fc1cccc(CO/N=C/c2c(-c3ccccc3)nc3ccc(Cl)cn23)c1	-0.79	-14	-1	17	-8	0.8	-3.5	0.4	-41
CCCCCCn1c(N2CCC(C)CC2)nc2c1c(=O)[nH]c(=O)n2C	-0.004	-11	-4	-3	9	0.1	-4.6	-0.3	8
CC(C)Cn1c(SCC(=O)c2c(N)n(C)c(=O)n(C)c2=O)nc2ccccc21	-0.072	9	1	1	-7	-0.4	-3.6	0.0	-6
C/C(=N\NC(=O)COc1ccc(C(C)(C)C)cc1)c1cc2ccccc2o1	0.77	6	14	-2	-35	0.7	3.7	1.8	-11
Cc1noc(C)c1COC(=O)/C=C/c1ccc(Cl)cc1	0.033	8	-2	20	-7	0.3	2.6	0.6	8
COc1ccccc1NC(=O)CN1C(=O)NC2(CCCCCCC2)C1=O	3.1	-17	2	9	-7	1.7	1.1	0.7	11
CCOCCCNC(=O)C(NC(=O)CNC(=O)c1ccccc1)c1ccccc1 (centres undefined)	0.48	-18	-8[fluorescence artefact?]	-2	-7	-0.1	0.0	-0.6	-2
C/C(=N/NC(=O)CNC(=O)c1ccccn1)c1ccccc1	0.37	-19	0	-3	0	0.6	0.6	1.2	-14
CCN(C#N)c1nc(N(C)C)nc(N(C)C)n1	nt	-7	-8	-8	-3	1.6	-2.5	0.4	-41
C/C(=N\NC(=S)NCc1ccccc1)c1ccccc1	7.8*	-15	4	-5	10	1.6	0.3	-0.1	22
O=C(/C=C/c1ccc([N+](=O)[O-])s1)N1CCCCC1	-0.88	1	9	-4	-2	-0.9	-11	5.8	11
CC(C)CC(=O)NC(=S)Nc1ccc(CN2CCOCC2)cc1	-0.22	-7	-5	6	-1	1.2	2.9	-0.5	-15
O=C(NC(Cc1c[nH]c2ccccc12)C(=O)O)/C(=C\c1ccc2c(c1)OCO2)NC(=O)c1ccccc1 (centres undefined)	0.57	2	-4	nt	-2	-1.0	-0.5	-1.7	-5
CN1CCCCCC1=NC1=C(C#N)CCCC1	nt	-7	2[fluorescence artefact?]	3	-8	1.9	-4.9	0.1	-22
O=C(c1cc2nc(-c3ccco3)cc(C(F)(F)F)n2n1)N1CCCCCC1	-1.2	-14	3	1	-13	-0.2	-0.6	2.4	-164
CNC(=O)C1CCN(C(=O)c2ccc(-c3ccccc3)cc2)CC1	-0.18	-15	6[fluorescence artefact?]	4	-22	-1.2	-1.1	0.4	-16
O=C(Nc1ccc(C(=O)O)cc1)/C(=C\c1ccc2c(c1)OCO2)NC(=O)c1ccco1	0.5	-14	-1	0	-8	0.7	1.0	1.5	4
CCN(C(=O)C1CCN(S(=O)(=O)c2cccc3nonc23)CC1)c1ccccc1	-0.65	0	-1[fluorescence artefact?]	1	-10	-0.1	-0.9	-0.1	-36
CCCCNC(=O)C1CC(=O)N(CCC(C)C)C1 (centres undefined)	-0.22	nt	nt	6	-16	0.9	-9.3	-0.1	nt
COC(=O)/C=C1\SC(=Nc2ccc(Cl)c(Cl)c2)NC1=O	-0.87	-11	8	1	4	0.5	-0.3	6.4	-10
O=C(COc1ccc(Cl)cc1[N+](=O)[O-])NC1CCCCC1	-1	7	1	nt	nt	0.5	-2.5	-0.6	-10
S=c1c2c(nc3nc[nH]n13)CCC2	-0.16	-7	8	13	-14	1.4	1.2	0.0	19
CC(=O)Nc1ccc(-n2nnnc2SCC(=O)N2CCN(C(=O)c3ccco3)CC2)cc1	0.14	-18	0	-3	-3	0.4	0.0	0.0	-10
COc1ccc(/C=C(/NC(=O)c2cccs2)C(=O)Nc2ccc(C)cc2)cc1OC	0.042	-3	-3	-44	11	-0.3	1.3	0.1	-34
Clc1ccc(Cn2ccc(C3CC3)n2)cc1	0.26	-10	0	-8	-14	0.8	29	-0.6	28
COc1ccc(CCNC(=O)CSc2nnc(Cn3c(=O)sc4ccccc43)n2C)cc1OC	nt	-1	-3	nt	-4	1.1	0.2	0.5	-4
COc1cccc(N2C(=O)CC(N3CCN(S(=O)(=O)c4ccccc4)CC3)C2=O)c1 (centres undefined)	0.23	-1	-4	0	-15	1.0	0.5	0.2	-18

# The list goes on:
compound	Cl transport mod	EBV gp42 block	eIF4E 4G PPI	Rad51 HR inh	MDM2 E3 inh	PERK inhibitor	TNF necrop inh	zVAD death inh	Calpain2 inh
CC(=O)Nc1ccc2nc(NC(=O)COc3ccccc3Cl)sc2c1	-0.79	1	-3	-3	-1	0.5	1.7	3.1	-22
C=CCNC(=O)C1CCC(C(=O)NCC=C)CC1 (centres undefined)	0.071	2	-1	2	-7	-0.1	-0.3	0.9	-17
CCN1/C(=C2/SC(=S)NC2=O)Sc2ccccc21	0.82	-8	7	6	-48	1.4	0.8	0.2	-3
COC(=O)c1ccc(C(=O)NN)cc1	0.85	-5	4	0	-14	1.9	1.8	0.3	-11
O=C(COC(=O)C1CCCCC1)Nc1ccc(N2CCCCC2)cc1	nt	-17	-5	-7	-8	-1.4	0.7	1.8	-2
Cc1ccc(C(=O)NCCn2c(N)c(C#N)c3nc4ccccc4nc32)cc1	0.94	-28	-5	nt	-6	-0.1	-0.3	nt	-424
CCN(CC)S(=O)(=O)c1ccc(/C=C/C(=O)OCC(=O)N(C)C)cc1	-0.057	-23	4	0	-4	0.3	-0.7	-1.2	6
CCCCN1CCc2c([nH]c3ccc(C)cc23)C1=O	0.017	-14	-11	5	-8	0.2	0.4	5.5	2
O=C(CN(Cc1ccccc1C(F)(F)F)C(=O)CNC(=O)c1ccco1)NC1CCCC1	1.4	-17	0[fluorescence artefact?]	8	8	0.1	-3.1	-0.1	-3
O=C(CNC(=O)C1CCCCC1)NC1=NCCS1	-0.043	-23	4	-1	-28	0.6	-2.1	0.5	-1
O=C(Nc1ccc(S(=O)(=O)Nc2cnc3ccccc3n2)cc1)c1ccc(Br)o1	-0.35	-11	13	-1	-13	0.4	-0.4	0.2	-50
Cc1cc(C(C)(C)C)ccc1OCCN1CCCC1	nt	-7	-13	0	-3	-1.2	-0.2	1.2	-8
O=C(C(=O)N1CCc2ccccc2C1)c1c[nH]c2ccccc12	-0.011	4	-1	-2	-14	-0.5	1.0	3.4	14

# Sorted by heavy-atom count (low to high): part of the list above
compound	Cl transport mod	EBV gp42 block	eIF4E 4G PPI	Rad51 HR inh	MDM2 E3 inh	PERK inhibitor	TNF necrop inh	zVAD death inh	Calpain2 inh
O=C(CNC(=O)C1CCCCC1)NC1=NCCS1	-0.043	-23	4	-1	-28	0.6	-2.1	0.5	-1
O=C(COc1ccc(Cl)cc1[N+](=O)[O-])NC1CCCCC1	-1	7	1	nt	nt	0.5	-2.5	-0.6	-10
O=C(C(=O)N1CCc2ccccc2C1)c1c[nH]c2ccccc12	-0.011	4	-1	-2	-14	-0.5	1.0	3.4	14
O=C(CN(Cc1ccccc1C(F)(F)F)C(=O)CNC(=O)c1ccco1)NC1CCCC1	1.4	-17	0[fluorescence artefact?]	8	8	0.1	-3.1	-0.1	-3

# Not a hit list. About 3.6% of those tested had a hit in this group.
